# Screening results (PubChem)
# USP2a block: inhibitors of human ubiquitin-specific protease USP2a | O75604 | USP2 core, Ub-CHOP2 coupled fluorogenic reporter, 485/531 | Potency, µM (titrated, usually from 38.3 µM), inactives show at the highest dose activity change, negative = inhibition, hits mostly inhibitors | 330,000 compounds, 0.01% hits | AID 463254;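 also: potency is read from the fitted curve at half-maximal effect; plate controls were DMSO wells for no effect and full inhibition by NEM control for full effect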
#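 Deubiquitinase activity read as fluorescence (485/531 nm) after Ub-CHOP2 cleavage activates the enterokinase reporter on its substrate; USP2 core 10nM, Ub-CHOP2 and substrate 25nM each, 30min compound preincubation then 60min RT; data normalized to NEM, curves fitted.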
# GALK inhibitor: inhibitors of human galactokinase; Potency, µM (doses to about 57.5 µM), for inactives: top-dose activity change, negative = inhibition, hits mostly inhibitors; P51570; AID 1868; 270,000 compounds, 0.007% hits; Purified GALK, Kinase-Glo residual ATP luminescence; also: potency is read from the fitted curve at half-maximal effect
# Target sequence (P51570 whole entry, looked up): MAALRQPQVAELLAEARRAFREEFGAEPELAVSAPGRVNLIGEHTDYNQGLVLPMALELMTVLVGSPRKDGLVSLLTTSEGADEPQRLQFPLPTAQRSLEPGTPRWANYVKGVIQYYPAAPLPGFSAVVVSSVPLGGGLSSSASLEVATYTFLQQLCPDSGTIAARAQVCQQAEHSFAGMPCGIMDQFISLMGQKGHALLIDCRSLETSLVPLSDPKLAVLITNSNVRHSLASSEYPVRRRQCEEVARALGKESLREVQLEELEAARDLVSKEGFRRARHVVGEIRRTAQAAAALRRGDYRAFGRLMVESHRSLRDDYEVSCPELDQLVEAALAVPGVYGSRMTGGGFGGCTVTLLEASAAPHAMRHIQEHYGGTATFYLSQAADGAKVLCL
#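 5 nM enzyme, 35 uM ATP, 100 uM galactose, 20 mM HEPES pH8.0, 5 mM MgCl2; 1 h RT; residual ATP by Kinase-Glo Plus luminescence, qHTS format.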
# Coupling enz: counter-screen for Giardia aldolase inhibitors: coupling enzyme system | coupling enzyme system counterscreen, AmpLite Red fluorescence | activity change, negative = inhibition, % at 58.2 µM, hits read low | 290,000 compounds, 0.67% hits; in the data active = activity change below about -30%
#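 Counterscreen of the coupled detection system alone, without aldolase: glyceraldehyde-3-phosphate coupling enzymes plus AmpLite Red readout. Compounds at 57.5 uM final, 10 min RT preincubation, 20 min RT reaction, fluorescence 525/598 nm.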
# KCNH2 3.1 inh: blocks the human KCNH2 3.1 channel isoform. U2OS KCNH2 3.1, thallium flux FluxOr; hits give low values. activity change, % (tested at about 1.8 µM). 340,000 compounds, 0.95% hits. AID 720553;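 active = maximum activity change below -70%; inconclusive = maximum activity change from -70% to -50%; inactive = maximum activity change above -50%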;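 also: thallium influx rate constant from kinetic fluorescence after stimulation buffer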
#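 Normalized rate constant (relative to positive and negative DMSO controls) derived from a 2 min kinetic fluorescence read after stimulation; U2OS cells expressing the 3.1 isoform via virus at 1.77 x 10^8 /mL.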
# KCNH2 WT inh: blocks the wildtype human KCNH2 potassium channel; Q12809; activity change, % at 1.84 µM; U2OS, BacMam KCNH2, thallium flux FluxOr; hits give low values; 340,000 compounds, 0.37% hits; AID 720551;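 active = maximum activity change below -70%; inconclusive = maximum activity change between -70% and -50%; inactive = maximum activity change above -50%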
#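 U2OS cells were transduced with wild-type KCNH2 virus (2.03 x 10^8 / mL) for 4 h at room temperature, then cultured overnight at 37 C. Thallium flux was read with FluxOr dye. Rate constants were normalized to DMSO controls.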
# Eya2 phos inh: blocks the phosphatase activity of human Eya2; 330,000 compounds, 0.006% hits; recombinant Eya2, OMFP fluorescence dephosphorylation (OMFP is methylfluorescein phosphate); AID 488837; Potency, µM (highest dose often 76.9 µM), without a hit: top-dose activity, negative = inhibition, actives largely listed as inhibitors; O00167; also: potency is read from the fitted curve at half-maximal effect
# Target sequence (O00167 whole entry, looked up): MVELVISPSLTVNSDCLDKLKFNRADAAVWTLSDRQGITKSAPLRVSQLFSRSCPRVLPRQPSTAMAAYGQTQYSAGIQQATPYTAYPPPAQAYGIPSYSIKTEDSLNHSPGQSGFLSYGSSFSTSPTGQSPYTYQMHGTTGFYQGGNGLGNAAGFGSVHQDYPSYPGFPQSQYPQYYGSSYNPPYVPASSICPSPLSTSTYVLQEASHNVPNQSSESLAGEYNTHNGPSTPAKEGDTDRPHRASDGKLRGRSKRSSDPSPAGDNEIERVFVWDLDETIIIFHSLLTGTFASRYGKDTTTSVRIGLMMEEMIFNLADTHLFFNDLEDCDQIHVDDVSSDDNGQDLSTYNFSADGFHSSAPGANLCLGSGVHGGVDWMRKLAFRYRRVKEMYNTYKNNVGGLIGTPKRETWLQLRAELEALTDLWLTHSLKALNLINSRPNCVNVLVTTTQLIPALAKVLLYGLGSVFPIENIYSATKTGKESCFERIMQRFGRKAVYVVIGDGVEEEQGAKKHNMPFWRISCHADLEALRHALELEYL
#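 Eya2 (0.2 uM) preincubated 10 min at ambient with compound, then OMFP substrate added at 50 uM; 10 min reaction in 50 mM HEPES pH 7.5, 50 mM NaCl, 5 uM MgCl2, 0.05% BSA, 1 mM DTT. Fluorescence read at Ex 485/Em 525 nm.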
# uPA generation: inhibitors of cell surface uPA generation | cell surface uPA generation assay, qHTS | Potency, µM (top dose mostly 38.3 µM), without a hit: at the top dose activity change, negative = inhibition, hits mostly inhibitors | 330,000 compounds, 0.31% hits; active = well fitted inhibition curve with a large enough effect; inconclusive = small, poorly fitted or top-dose-only effect; inactive = no such curve, though single readings can be large or run the other way; tested in mouse RAW 264.7 cells; also: potency is read from the fitted curve at half-maximal effect; nearly all actives have a fitted effect of over 55% in size
# Chronic BCR inh: chronic active BCR signaling inhibition | ABC-DLBCL IkBa-CBG/CBR reporter, luminescence ratio, 4 h | Potency, µM (series often up to 46.1 µM), without a hit: at the highest dose ratio change, negative = lower green/red ratio, actives largely listed as inhibitors | 340,000 compounds, 0.05% hits; active = well fitted inhibition curve with a large enough effect in the signal ratio, with a control signal flat, not every such curve was filed as active; inconclusive = small, poorly fitted or top-dose-only effect, or effect the other way, or a change in a side signal; the % refers to the signal ratio;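 also: potency is read from the fitted curve at half-maximal effect; plate controls were basal doxycycline-induced cells for no effect and cells given 10 µM MG132 for full effect; MG132 reads +100%, hits lower the ratio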
#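 Compounds up to 46 uM were incubated four hours with TMD8 cells whose green CBG68 luciferase is fused to IkappaBalpha; red CBR luminescence normalised the signal, and concentration-effect curves were fitted to fusion, red and ratio data.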
# PKM2 act: activators of human pyruvate kinase M2; 260,000 compounds, 0.34% hits; Potency, µM (highest dose often 57.5 µM), inactives show at the highest dose activation, usual class: activators; P14618; purified PKM2, Kinase-Glo ATP luminescence, activation; response scale: 0% is enzyme alone, no compound; also: potency is read from the fitted curve at half-maximal effect; nearly all actives have a fitted effect of over 55% in size
#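 Purified hPK-M2 (>95%) run at intermediate activity with 0.1 mM ADP and 0.5 mM PEP in 50 mM imidazole pH 7.2, KCl, MgCl2; 1 h room temperature. ATP formed read by Kinase-Glo luminescence; normalized to uninhibited and no-enzyme controls.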
# Giardia kill: Giardia lamblia killing | Giardia lamblia trophozoite viability | 340,000 compounds, 0.15% hits | activity change, % at 7.66 µM, hits read low; in the data active = activity change below about -80%; inconclusive = between about -30% and that limit;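 also: parasites exposed to compound for two days anaerobically before the ATP read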
#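 Killing of trophozoites was scored by loss of ATP luminescence after a 48 hrs anaerobic exposure to compounds at 37 deg C, using 100 cells per well.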
# B2AR arrestin: beta2AR (human) beta-arrestin recruitment activity; beta-arrestin recruitment to beta2AR, cell-based reporter; Potency, µM (doses to about 46.1 µM), for inactives: top-dose activation, hits mostly activators; 330,000 compounds, 0.02% hits; AID 492947;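 also: potency is read from the fitted curve at half-maximal effect; 0% = DMSO controls and full agonism = EC100 isoproterenol or metaproterenol; nearly all actives have a fitted effect of over 65% in size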
# The depositor's hits bear a star; i = inactive; u = inconclusive; x = no result given; & = joins results of further samples; [ ] = another dose, or the depositor's remark. Unless noted, calls follow the shape of the dose curve; as a rule, active = well fitted curve in the direction sought with a large enough effect; inconclusive = small, poorly fitted or top-dose-only effect, or another doubt; inactive = no such curve, though single readings can be large; an effect the other way counts as inactive or inconclusive. Unless noted, % is scaled to controls: 0 for no effect and ±100 for the full control effect.
SMILES,USP2a block,GALK inhibitor,Coupling enz,KCNH2 3.1 inh,KCNH2 WT inh,Eya2 phos inh,uPA generation,Chronic BCR inh,PKM2 act,Giardia kill,B2AR arrestin
Cc1cc(C)c2cc(CN(CC3CCCO3)C(=S)NCc3ccco3)c(=O)[nH]c2c1 (stereo unspecified),4%,4%,0,11,0,-12%,-3%,-8%,4%,30,-0.6%
Cc1ccc(CNc2nc(N)c([N+](=O)[O-])c(NCCO)n2)cc1,3%,0%,-1,-24,8,0%,14%,-2%,24%,-5,-0.1%
O=C1C2C(C(=O)N1/N=C/c1cc([N+](=O)[O-])ccc1O)C1C=CC2C12CC2 (stereo unspecified),1%,-1%,6,7,-14,12%,-7%,1%,-6%,8,0.0%
Cc1cc(N2CC(C(=O)Nc3nccs3)CC2=O)ccc1C(C)C (stereo unspecified),0%,-2%,x,34,-2,-6%,-7%,5%,3%,10,0.2%
COC(=O)CNC(c1ccccc1Cl)c1cc(Br)ccc1NC(=O)CCN1CCOCC1 (stereo unspecified),4%,-1%,5,-4,25,1%,-16%,u,0%,3,2.4%
Cc1ccccc1C(=O)Nc1ccccc1C(=O)NC1CC1,-2%,-1%,x,-9,-10,-8%,-3%,5%,-8%,-7,-0.5%
CCCn1c(N)c(N(CCOC)C(=O)/C=C/c2ccc(C(=O)OC)cc2)c(=O)[nH]c1=O,-1%,0%,-1,3,2,-7%,-3%,-1%,-2%,-26,0.1%
COCCn1cnc2c1c(=O)n(CC(=O)OCC(=O)NCCCc1ccccc1)c(=O)n2Cc1ccccc1,-1%,-3%,1,-10,-14,-4%,2%,5%,3%,-25,-2.6%
COc1ccc(-c2[nH]ncc2CN(CCO)Cc2cccs2)c(F)c1,-2%,2%,10,12,2,-8%,-2%,u,3%,-10,0.0%
CC1(C)CC(=O)C(C=Nc2ccc(Cl)cn2)=C(O)C1,0%,-1%,0,11,-1,5%,3%,-1%,-3%,8,-0.9%
O=C(CSc1nc2[nH]ncc2c(=O)[nH]1)NCc1ccccc1Cl,1%,-2%,-1,2,-1,-5%,3%,2%,3%,4,-4.4%
CC(=O)Nc1ccc(/C=N/NC(=O)CNC(=O)c2ccccc2)cc1,0%,-2%,6,3,-1,-5%,2%,-8%,-8%,1,-0.5%
CC1(C)Cc2c(C#N)c(OCC(=O)c3ccccc3)nc(-c3ccoc3)c2CO1,1%,-2%,1,-1,4,-6%,2%,2%,-2%,-8,0.0%
O=C(c1ccc2c(c1)OCO2)C1CCCN(Cc2cn[nH]c2-c2ccccc2)C1 (stereo unspecified),-4%,-3%,0,-4,43,-8%,-1%,u,4%,-13,0.2%
COc1ccc(CC(=O)OCC(=O)Nc2ccc(Br)cc2)cc1,-2%,13%,-1,-3,x,-8%,15%,-3%,15%,12,0.2%
COc1ccccc1N(CC(=O)NCc1ccccc1)C(=O)CCC(=O)Nc1ccccn1,-1%,1%,1,3,-23,5%,2%,-12%,-3%,13,-0.8%
CCOC(=O)Cc1csc(N/C(=N/S(=O)(=O)c2ccc(Cl)cc2)c2ccccc2)n1,1%,0%,7,5,-3,-2%,-2%,5%,2%,-25,-4.6%
Cc1nc2c(C(=O)NCc3ccc(F)cc3)c[nH]n2c(=O)c1Cl,4%,-5%,-1,-6,-18,-10%,8%,10%,6%,-15,0.4%
O=C1CSC(=S)N1/N=C/c1ccc(C(F)(F)F)cc1,-1%,-2%,-2,2,-2,-6%,2%,-1%,x,0,-0.1%
COc1ccccc1NC(=O)c1ccc(Br)c(S(=O)(=O)N2CCCC2)c1,4%,-10%,x,-29,3,4%,0%,5%,0%,21,-0.7%
Cc1ccc(-c2nnn(CC(=O)N(Cc3cccs3)C(C(=O)NCC3CCCO3)c3ccco3)n2)o1 (stereo unspecified),-11%,1%,1,8,17,-6%,16%,-1%,1%,-5,-0.6%
O=C1c2ccccc2NC(c2ccc(-c3cccc(F)c3)o2)N1O (stereo unspecified),0%,x,x,x,x,10%,u,u,x,-8,-0.6%
COc1ccc(Nc2oc(-c3ccccc3Cl)nc2C#N)cc1,2%,-1%,0,0,13,-1%,u,-11%,0%,0,-0.3%
COc1ccc(N=Cc2sc(O)c3ccccc23)cc1,13%,-1%,-6,-18,-20,u,-2%,-8%,8%,-12,-0.1%
Cc1ccc(Cn2c(=O)c3cccnc3n(CC(=O)Nc3cccc(C(F)(F)F)c3)c2=O)cc1,-6%,0%,-2,3,0,-6%,2%,13%,-2%,3,-2.7%
SMILES,USP2a block,GALK inhibitor,Coupling enz,KCNH2 3.1 inh,KCNH2 WT inh,Eya2 phos inh,uPA generation,Chronic BCR inh,PKM2 act,Giardia kill,B2AR arrestin
Cc1cc2oc(=O)cc(CN3CCC(C)CC3)c2c(C)c1Cl,0%,2%,3,2,0,11%,6%,4%,-2%,2,0.1%
COc1ccc(Cc2nnc(NC(=O)c3ccccc3)s2)cc1OC,2%,-6%,1,-2,-16,-10%,-4%,10%,0%,13,-3.0%
C/C(=N\NC(=O)CCc1c[nH]c2ccccc12)c1cccc([N+](=O)[O-])c1,4%,-2%,-3,-4,i,-8%,-6%,-21%,5%,-3,0.5%
Cc1ccc(C2=NCCn3c2c2ccc(C(F)(F)F)cc2[n+]3[O-])cc1,3%,x,x,-9,-2,13%,-4%,-4%,x,-84*,0.0%
CCN(CC)CCNC(=O)c1cc(S(C)(=O)=O)ccc1OC,1%,-2%,1&1&0,-9,2,0%&-11%,1%,3%,-14%,-12,-0.1%
Cc1cnc(C(=O)Nc2ccc(C)c(S(=O)(=O)N(C)C)c2)cn1,1%,0%,-2,3,1,-4%,-10%,-3%,13%,-8,-0.8%
CCN(C(=O)COC(=O)c1c2c(nc3ccccc13)/C(=C/c1ccccc1)CC(C)C2)C1CCS(=O)(=O)C1 (stereo unspecified),-2%,0%,-8,1,-1,3%,-9%,9%,3%,-29,-0.1%
Cc1ccc(S(=O)(=O)N2CCC(C(=O)N[C@H](C(=O)NCC3CCCO3)C(C)C)CC2)cc1 (stereo partly specified),1%,1%,0,-3,5,-8%,-3%,-3%,-8%,5,0.3%
COc1ccc(CN2C(=O)C(Cc3ccccc3)Nc3ncnc(N4CCCCC4)c32)cc1 (stereo unspecified),-2%,x,x,3,-7,-21%,-14%,2%,x,3,-0.2%
Cc1ccc(NC(=O)COC(=O)[C@H](C)NC(N)=O)c(C)c1,2%,-2%,1,-17,x,9%,18%,0%,-2%,3,0.1%
COc1ccc(NC(=O)Cn2nnc(-c3ccc(CN4CCOCC4)cc3)n2)c(OC)c1,-2%,9%,0,-13,-12,-24%,4%,u,-3%,-17,-0.1%
Cc1ccc(NC(=O)CSCC(=O)Nc2cc(C(F)(F)F)ccc2N2CCOCC2)cc1,3%,x,x,-4,5,11%,-8%,u,x,6,-0.1%
CC(=O)c1ccccc1NS(=O)(=O)c1cccc2nsnc12,6%,-2%,0,9,1,5%,2%,-1%,-5%,-21,6.6%
O=C(O)c1cccc(NS(=O)(=O)c2ccc3c4c(cccc24)C(=O)N3)c1,1%,-5%,13,7,5,4%,2%,2%,16%,-10,0.0%
COc1ccc([C@H]2CC(=O)C=C(c3ccc(C)cc3)C2)cc1,1%,x,x,x,x,-2%,6%,u,x,16,-0.6%
CC(C)NC(=O)NC(=O)COC(=O)c1ccc(OC(F)(F)F)cc1,0%,3%,-2,8,1,2%,2%,7%,-5%,-4,0.4%
CN(C)c1ccc(CN2CCCCC2)cc1,-1%,1%,0,12,-11,10%,-2%,-17%,1%,8,-0.1%
Cc1ccc(S(=O)(=O)N(C)C)cc1NC(=O)C1CCN(C(=O)Nc2ccccc2)CC1,2%,x,x,-20,0,13%,1%,-11%,x,13,0.3%
CCOC(=O)c1c(NC(=O)COC(=O)/C=C/c2ccccc2)sc(C(=O)NC)c1C,2%,x,x,-5,-5,-2%,-4%,u,x,-6,-0.3%
CCN(Cc1ccccc1)C(=O)C1CCN(S(=O)(=O)c2ccc3c(c2)OCCO3)CC1,1%,3%,x,u,-9,1%,3%,8%,0%,-7,0.1%
CN(CC(=O)NCCc1ccccc1)Cc1ccco1,1%,-2%,2,-6,4,3%,-1%,-19%,-3%,-10,-1.0%
Cc1cccnc1NC(=O)c1nn(C)c2c1CS(=O)(=O)c1ccccc1-2,-2%,6%,-1,0,-10,7%,-11%,0%,1%[0.46 µM],6,-0.1%

# Single entries from the results shown.
# KCNH2 3.1 inh, CN(C)c1ccc(CN2CCCCC2)cc1 = 12
# USP2a block, Cc1ccc(C2=NCCn3c2c2ccc(C(F)(F)F)cc2[n+]3[O-])cc1 = 3%

# 3 of the entries above in order of the GALK inhibitor value, lowest first.
SMILES,GALK inhibitor
C/C(=N\NC(=O)CCc1c[nH]c2ccccc12)c1cccc([N+](=O)[O-])c1,-2%
CN(C)c1ccc(CN2CCCCC2)cc1,1%
Cc1cc2oc(=O)cc(CN3CCC(C)CC3)c2c(C)c1Cl,2%
